# Insulin prom up = MIN6 insulin promoter up-regulation; MIN6 insulin promoter-GFP reporter, high-content imaging; hits give high values; z-score at 5 µM; actives 0.3% (n = 190,000);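 active = z-score above 3 at 5 µM with at least 500 cells counted in the well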
# NOD1 NF-kB reporter = NOD1 signaling inhibitors, primary screen, cell-based, luminescence, uHTS (AID 1578); NOD1-driven NF-kB luciferase reporter cells, luminescence; higher % means a stronger effect; inhibition, % at 4 µM; hits with a dose series show EC50 in µM; actives 1% (n = 290,000); in the data active = inhibition mostly above about 36%, no sharp cut-off; inactive = mostly below about 34%;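 also: HEK-293T reporter cells stimulated with the NOD1 agonist gamma-tri-DAP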
# Autophagy HCS = modulators of autophagy | AID 463193 | MEF GFP-LC3 puncta imaging; test concentration mostly 10 µM | calls only at 10 µM (by protocol) | actives 0.98% (n = 190,000);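 active = percentage of spot-positive cells more than 3 SD above its plate mean, without a fluorescence outlier flag or 80% toxicity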;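 also: spot-positive cell cutoff set from DMSO-treated cells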
# P. falciparum M17LAP = P. falciparum M17LAP inhibitors, primary screen, biochemical, fluorogenic H-Leu-NHMec substrate, 1536-well (AID 1619); recombinant M17LAP, H-Leu-NHMec fluorogenic kinetic assay; higher % means a stronger effect; inhibition, % at 30 µM; hits with a dose series show IC50 in µM; actives 0.38% (n = 220,000);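 active = compound inhibiting the enzyme by more than half at any dose during confirmatory dose-response retesting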;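 also: plate controls were full reaction with DMSO carrier for no effect and no enzyme background for full effect; strong numbers were not always called active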
# Dynein cargo inh = dynein cargo transport inhibition. AID 1381. z-score, hits read low. 3617.4 mouse cells, GR-EGFP nuclear translocation imaging; test concentration mostly 20 µM; stimulated with dexamethasone, 1 µM; hits give low values. actives 0.47% (n = 220,000);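 active = plate z-score of nuclear minus cytoplasmic receptor signal below a set negative limit, without overly bright fluorescence or cell loss, cut at about -3.5 in these data, passing the limit was not always enough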;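 also: z-score of nuclear minus cytoplasmic ring GR-EGFP intensity difference per well; some compounds called inactive have numbers as strong as hits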
#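 Medium: Induction medium lacking tetracycline, stripped serum | Probe or stimulus: 1.0 µM final dexamethasone stimulus | Schedule: 48 h induction, then 1 h compound, then 30 min agonist, 37 °C | Signal: Automated 10x imaging of fixed Hoechst-stained cells | Evaluation: Per-cell GR-EGFP intensity, nucleus versus surrounding cytoplasmic ring, well-averaged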
# MT stabilize HCS = stabilizes microtubules in HeLa cells; % tubulin-high responders, % at 10 µM; AID 2205; actives 0.83% (n = 200,000); HeLa tubulin immunostaining HCS, 24 h; share of cells brighter than vehicle mean+2SD;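 active = plate Z-score above 3 for both tubulin-high and condensed-nucleus cell shares, with cell loss under 80%, at 10 µM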;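 also: anti alpha tubulin signal scored within the nucleus-defined area of each cell; some results filed as inactive read as strong as hits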
# b-catenin transl = beta-catenin nuclear translocation modulation; nuclear translocation activity, % at 5 µM; HeLa beta-catenin nuclear translocation, immunofluorescence imaging; actives 0.3% (n = 190,000);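 active = nuclear translocation activity above 50% at 5 µM, with a well cell count of 50 or more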;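 also: per-cell ratio of nuclear to cytoplasmic median beta-catenin stain intensity; plate controls were DMSO negative control for no effect and GSK-3 inhibitor IX positive control for full effect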
#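 Test system: human HeLa cells, endogenous beta-catenin. Times: 24 h compound exposure, 37°C. Measured by: beta-catenin immunofluorescence imaging with DAPI.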
# NOD2 inhibition = NOD2 signaling inhibitors, cell-based, luminescence, uHTS, HEK293 (AID 1566) | inhibition, % at 4 µM, or EC50 in µM where a hit was titrated | actives 0.63% (n = 290,000) | HEK293 NOD2/NF-kB luciferase reporter, luminescence; higher % means a stronger effect; in the data active = inhibition above about 50%; also: many of its hits are not listed in these tables
# Yfh1-depleted yeast = mitochondrial function rescue without frataxin homolog – Friedreich's ataxia, plus single-dose screen, dose response (AID 1465); actives 0.074% (n = 220,000); S. cerevisiae Yfh1-off respiration, WST-1 reduction, 72 h; higher fold induction means a stronger effect; fold induction at 50 µM, or EC50 in µM where a hit was titrated;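 active = fold induction of absorbance versus untreated yeast above a set limit, then at least 30% activation at any dose in follow-up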;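 also: activators that raise dye reduction in frataxin-depleted yeast; strong numbers were not always called active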
# Dynein cargo inh cytoplasmic EGFP = second read-out of Dynein cargo inh, no call of its own (marks repeat the call); z-score; measured here: cytoplasmic GR-EGFP intensity; hits give high values
# Dynein cargo inh nuclear GR-EGFP = also measured in Dynein cargo inh; calls as there; z-score; measured here: nuclear GR-EGFP intensity;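 lower value marks the stronger effect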
# Dynein cargo inh cell count = also measured in Dynein cargo inh; calls as there; z-score; measured here: cell count per field
# Insulin prom up cell count = further read-out of Insulin prom up, marked with its call; cell count; measured here: cytotoxicity, nuclei count;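 total cells summed across four imaged fields per well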
# b-catenin transl cell count 5 µM = second read-out of b-catenin transl, no call of its own (marks repeat the call); cell count; measured here: cell count, cytotoxicity flag
# MT stabilize HCS Hoechst-high % = second read-out of MT stabilize HCS, no call of its own (marks repeat the call); % Hoechst-high responders; measured here: nuclear condensation Hoechst responders;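 share of cells brighter than vehicle mean plus two SD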
# MT stabilize HCS cytotoxicity % = recorded beside MT stabilize HCS, whose call it bears; toxicity, %; measured here: cytotoxicity by cell density;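 0% = mean cell density of plate MIN control wells and 100% = no cells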
# Autophagy HCS cell loss 18 h = further read-out of Autophagy HCS, marked with its call; toxicity, %; measured here: cell loss, nuclei count;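 cell loss after 18 h compound exposure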
# The depositor's hits bear a star; i = inactive; / = not tested or not shown. Some of the compounds tested. The share of hits here may be higher or lower than overall.
SMILES,Insulin prom up,Insulin prom up cell count,NOD1 NF-kB reporter,Autophagy HCS,Autophagy HCS cell loss 18 h,P. falciparum M17LAP,Dynein cargo inh,Dynein cargo inh cytoplasmic EGFP,Dynein cargo inh nuclear GR-EGFP,Dynein cargo inh cell count,MT stabilize HCS,MT stabilize HCS Hoechst-high %,MT stabilize HCS cytotoxicity %,b-catenin transl,b-catenin transl cell count 5 µM,NOD2 inhibition,Yfh1-depleted yeast
COc1ccc(C(=O)NC(=S)Nc2ccc3oc(=O)ccc3c2)cc1,0.44,1215,-12%,i,-1,-10%,1.2,-0.23,0.85,-1.4,3.2,4.8,9.7,-0.4,943,5%,i
Cc1oc(-c2ccc(Cl)cc2)cc1C(=O)O,0.62,951,-9%,/,/,2%,-0.24,-0.19,0.34,0.92,/,/,/,1.3,1251,-81%,i
O=c1c([N+](=O)[O-])cc(C(F)(F)F)cn1Cc1c(Cl)cccc1Cl,/,/,14%,i,6,9%,2.6,-0.19,1.3,-1.5,0.4,1.8,6.3,/,/,23%,/
CN1CCN(Cc2ccc(OCc3ccccc3)cc2)CC1,-6.4,643,-9%,i,2,-7%,1.9,0.06,1.1,-0.79,3.2,4.2,2.3,-2.0,1024,-54%,i
COc1ccc(CC(NC(C)=O)C(=O)NC2CCN(c3c(Cc4ccccc4)c(C)nc4ncnn34)CC2)cc1OC (stereo not given),-0.03,1099,24%,i,-43,21%,-0.75,-0.26,0.4,0.33,2.5,1.7,0.0,-3.0,508,8%,i
Cc1cc(NC(=O)CCCn2nc(C)c([N+](=O)[O-])c2C)no1,-0.18,1238,-34%,i,-7,3%,0.53,-0.2,0.34,0.022,2.2,1.2,8.8,-0.3,1110,8%,i
Cn1cccc1C(=O)c1ccc(Cl)cc1Cl,0.14,1213,0%,i,-6,7%,-0.5,-0.22,-0.19,0.42,1.7,2.1,8.9,-7.2,961,14%,i
Cc1cccc(NC(=O)CCSc2nc(C)cc(C)n2)c1,0.22,1532,28%,i,12,5%,-0.66,-0.21,-0.063,0.31,2.0,1.1,5.3,1.9,1435,15%,i
COC(=O)c1cc(NC(=O)C2CC(=O)NC(=NCc3ccc(OC)cc3)S2)cc(C(=O)OC)c1 (stereo not given),/,/,-42%,i,-7,1%,0.23,-0.37,-0.0056,1.2,2.0,0.9,4.8,-0.8,1057,9%,i
Cc1ccccc1NC(=O)c1ccc(OCC(=O)Nc2ccccc2F)cc1,0.4,1331,-6%,i,2,2%,-0.46,-0.28,-0.14,0.61,1.9,1.9,1.8,-0.2,1485,17%,i
O=C(COC(=O)CCOc1ccccc1)NCCC1=CCCCC1,0.19,1274,-21%,i,-7,16%,0.29,-0.33,0.36,-0.31,1.1,1.5,7.5,-0.3,1086,-8%,i
CCN(Cc1ccncc1)C(=O)c1cc(Br)cc(Br)c1O,0.85,1575,0%,i,1,9%,3.5,-0.062,2.7,-1.9,1.9,2.4,10,-6.2,1098,1%,i
COc1ccc(/C=N/NC(=O)CNC(=O)c2ccc(S(=O)(=O)N3CCCC3)cc2)c(OC)c1,1.1,1309,22%,i,-19,-3%,-0.13,-0.087,-0.087,0.46,3.5,1.1,5.4,-2.3,1111,-4%,i
CC(C)(C)NC(=O)C12CCC(C)(c3nc4ccccc4nc31)C2(C)C (stereo not given),/,/,-4%,i,1,3%,-0.91,-0.18,-0.5,0.77,1.6,1.8,13,-15,1273,0%,i
O=C(NCCc1c[nH]c2ccccc12)/C(=C\c1ccco1)NC(=O)c1ccco1,-0.07,1279,-19%,i,4,4%,0.069,-0.26,0.13,0.5,5.7,1.6,0.4,-1.3,895,-8%,i
Cc1cc(C)cc(-n2nnnc2SCC(=O)N2CCOCC2)c1,0.39,1137,-33%,i,0,-7%,0.18,-0.22,-0.0041,0.32,1.2,2.3,3.3,-5.0,1110,0%,i
O=C(C1CCCN(Cc2ccccc2)C1)N1CCc2ccccc2C1 (stereo not given),/,/,-11%,i,-12,-4%,-0.41,0.16,0.15,-0.22,1.2,0.8,7.9,/,/,-6%,i
Cn1c(=O)c2c(ncn2CC(=O)OCC(=O)Nc2ccc(Cl)cc2)n(C)c1=O,0.53,1221,-4%,i,8,-15%,1.5,0.039,0.45,-1.4,1.1,1.3,2.7,1.0,514,-12%,i
O=C(CNC(=O)C(c1ccccc1)c1ccccc1)N/N=C\c1ccc2c(c1)OCO2,0.55,1282,-11%,i,-6,-6%,-0.18,-0.25,-0.13,0.7,1.2,2.8,11,-4.4,536,-10%,i
COc1cc(C(=O)Nc2cc(C)cc(C)c2)c(-n2cnnn2)cc1OC,-0.19,1550,-22%,i,-3,-12%,0.86,-0.34,0.23,0.13,3.5,1.7,10,-0.3,950,13%,i
Clc1ccc2nc(CSc3nncn3-c3ccccc3)cn2c1,0.01,1532,-12%,i,9,10%,2.2,-0.11,1.5,-1.5,3.0,1.4,11,-2.9,923,-3%,i
CNC(=O)COC(=O)c1cc(-c2ccc(OC)cc2)nc2ccccc12,0.21,1177,-43%,i,-6,-3%,0.64,-0.37,0.1,0.75,1.6,2.3,6.0,-0.5,1132,-7%,i
CC(C)(C)n1ncc2c(=O)n(CC(=O)N3CCCc4ccccc43)cnc21,0.3,1464,21%,i,-11,5%,0.4,-0.34,0.2,-0.035,3.7,5.0,6.6,1.1,1314,7%,i
CC(C)c1ccc(NS(=O)(=O)c2ccc(Cl)nc2)cc1,0.1,1454,-16%,i,-9,7%,-0.6,-0.12,-0.3,-0.41,6.9,1.9,6.9,-0.5,1167,24%,i
CCOC(=O)CNS(=O)(=O)c1cc(-c2nnc(Nc3ccc4c(c3)OCO4)c3ccccc23)ccc1C,0.42,1470,-40%,i,12,0%,0.1,-0.23,0.53,0.68,3.7,4.6,3.2,-2.7,1146,5%,i
O=C(NC1CC1)C1CCN(C2CCN(C(=O)Cc3ccc4c(c3)OCO4)CC2)CC1,0.24,1726,-26%,i,-2,-2%,-0.61,-0.15,-0.51,0.93,1.7,1.9,8.7,-2.2,1051,1%,i
CC(=C\C(=O)O)/C(=C/c1ccc(C)o1)C(=O)O,0.01,1373,-22%,i,3,11%,0.2,-0.3,-0.28,-0.25,5.8,2.0,10,-2.9,530,2%,i
CCOCC(=O)Nc1cccc(-c2nc3cccnc3s2)c1C,-0.02,1360,-10%,i,-14,4%,-0.68,-0.29,-0.096,0.38,2.9,1.8,7.8,-2.5,1144,-4%,i
COC(=O)c1ccccc1NC(=O)Cn1nc(C(F)(F)F)c2c1CCC2,-1,1282,-5%,i,13,4%,0.73,0.43,0.44,-0.5,1.8,2.3,7.7,-3.4,970,10%,i
Cc1ccc(C(c2nnnn2Cc2ccccc2)N2CCN(Cc3ccccc3)CC2)cc1 (stereo not given),/,/,-32%,i,-5,19%,-0.0049,-0.27,0.24,0.58,2.3,1.9,16,9.3,390,4%,/
CCCc1cc(C(=O)NCC(C)C)no1,0.52,939,-10%,/,/,-3%,-0.0049,-0.2,0.012,0.14,6.0,1.3,4.8,0.1,1223,-25%,i
Cc1cc(NC(=O)c2noc3c2CCc2ccccc2-3)no1,0.48,1807,-37%,/,/,-2%,/,/,/,/,/,/,/,1.5,1076,-36%,/
Cn1c(=O)c2c(nc(Sc3ncccn3)n2Cc2ccc(Cl)cc2)n(C)c1=O,0.27,948,0%,i,32,-6%,-0.15,-0.26,-0.088,0.15,7.8,1.8,1.2,/,/,2%,i
Cc1ccccc1C(=O)NNC(=O)c1ccc(Br)cc1,0.8,1298,-32%,i,5,7%,1.6,-0.23,1.3,-1.1,1.7,1.3,4.2,/,/,-27%,i
Cc1ccc(N=Nc2c(N)n(-c3ccccc3)[nH]c2=O)cc1,/,/,-27%,i,-19,9%,2.3,0.25,1.2,-1.7,2.2,1.9,4.6,/,/,-124%,i
O=C(CCn1nnc2ccccc21)N/N=C\Cc1ccccc1,/,/,-34%,i,16,4%,-0.72,-0.25,-0.33,1.2,1.9,2.5,7.3,-1.4,530,10%,i
CC(=O)c1cccc(NC(=O)C(NC(C)C)c2ccccc2)c1 (stereo not given),0.4,1271,-21%,i,-7,4%,-0.31,-0.22,0.043,-0.21,3.4,2.0,3.2,0.5,1157,15%,i
COC(=O)c1cc2ccsc2n1CC(=O)Nc1cc(Cl)ccc1OC,-0.22,1081,-22%,i,35,1%,-0.72,-0.25,0.14,0.38,30*,11*,59*,/,/,-28%,i
CCN(CC)c1ccc(NC(=O)COc2ccc(C)cc2)cc1,-0.17,966,-35%,i,2,/,0.23,-0.3,0.097,0.3,2.1,2.7,4.0,0.2,1100,3%,i
C/C(=C\C(=O)O)C12CC3CC(CC(C3)C1)C2,1.3,866,17%,i,-1,12%,-0.34,-0.0014,0.14,0.2,1.8,1.2,8.0,-0.8,1155,0%,i
